Screens deposited in PubChem BioAssay by several laboratories.
E coli RNAP – inhibitors of Escherichia coli RNA polymerase; AID 559; E. coli RNA polymerase, fluorescence transcription assay; inhibition, %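 (tested at 10 µM)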; 62,000 compounds, 0.2% hits; P0A8V2; in the data active means inhibition above about 20%;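 further: 0% = enzyme without compound and 100% = no enzyme blank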
NADH coupling – inhibition of NAD/NADH coupling enzymes, library profiling; 65,000 compounds, 0.02% hits; IC50, µM (top dose mostly 10 µM), inactives show top-dose inhibition; coupled PK/LDH NADH assays, four targets;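 active means single-dose screening hits from any of four coupled enzyme assays that gave an IC50 when retested across doses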;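 further: the DPM-DC format reads NADH fluorescence rather than 340 nm absorbance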
HTR1A agonist – 5-HT1a (human) receptor agonism. activation, % at 10 µM. CHO 5-HT1a Ga15 NFAT-bla reporter, FRET ratio; 0% basal, 100% maximal reference agonist. P08908. 65,000 compounds, 0.56% hits;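 active means activation above the screen-wide mean activation plus 3 SD, cut at about 19% in these data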;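 further: 0% = DMSO wells and 100% = 5-CT at EC100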
Target sequence (P08908 whole entry, looked up): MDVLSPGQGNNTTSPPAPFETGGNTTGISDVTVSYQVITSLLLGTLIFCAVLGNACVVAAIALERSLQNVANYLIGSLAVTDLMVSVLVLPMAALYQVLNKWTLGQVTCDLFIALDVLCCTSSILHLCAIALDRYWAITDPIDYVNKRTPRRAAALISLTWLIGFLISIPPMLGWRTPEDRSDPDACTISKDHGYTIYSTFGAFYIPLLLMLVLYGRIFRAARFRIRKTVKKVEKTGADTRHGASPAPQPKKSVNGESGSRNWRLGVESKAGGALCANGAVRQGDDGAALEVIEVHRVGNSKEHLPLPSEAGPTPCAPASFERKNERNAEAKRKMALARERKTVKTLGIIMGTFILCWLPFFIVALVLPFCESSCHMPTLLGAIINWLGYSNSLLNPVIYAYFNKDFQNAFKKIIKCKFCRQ
HER2 expr 66K – lowers expression of human Her2 kinase. SKBR-3 HER2 protein level, AlphaScreen, 18-24 h; hits give low values. 65,000 compounds, 0.69% hits. HER2 level % of control, % at 10 µM. P04626;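 active means HER2 level under 5% of the carrier-only control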;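 further: 100% = DMSO carrier and 0% = 500 nM PU-H71 HSP90 inhibitor; lower value means stronger loss of Her2 protein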
Hsp90 inh – displaces geldanamycin probe from tumor Hsp90 | AID 429 | 64,000 compounds, 0.35% hits | inhibition, % at 30 µM | NCI-N417 lysate Hsp90, Cy3B-geldanamycin FP displacement;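 active means inhibition above 50%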;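 further: 0% = tracer plus lysate wells and 100% = tracer alone without lysate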
M1 antagonist – antagonists of rat M1 muscarinic receptor | P08482 | CHO-M1 cells, Fluo-4 calcium, ACh EC80 antagonist mode; hits give low values | B-score at 10 µM | 64,000 compounds, 3.4% hits;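 active means calcium fluorescence response, raw or row-and-column corrected B-score, differing from the plate sample mean either way at a set confidence level, mostly lower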
Target sequence (P08482 whole entry, looked up): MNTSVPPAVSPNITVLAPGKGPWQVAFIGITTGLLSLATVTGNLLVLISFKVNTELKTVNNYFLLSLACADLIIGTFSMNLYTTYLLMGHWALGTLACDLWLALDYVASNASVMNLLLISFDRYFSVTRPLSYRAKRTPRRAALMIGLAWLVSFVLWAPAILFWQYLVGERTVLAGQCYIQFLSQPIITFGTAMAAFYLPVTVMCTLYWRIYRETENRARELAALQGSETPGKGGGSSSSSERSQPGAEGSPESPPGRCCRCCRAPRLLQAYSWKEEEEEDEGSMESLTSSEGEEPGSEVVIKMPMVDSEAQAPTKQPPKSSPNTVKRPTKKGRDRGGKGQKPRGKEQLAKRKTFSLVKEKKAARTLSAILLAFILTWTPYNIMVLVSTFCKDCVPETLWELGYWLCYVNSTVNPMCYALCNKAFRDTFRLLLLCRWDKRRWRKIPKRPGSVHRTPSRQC
Fluor 339 460 – intrinsic fluorescence of library compounds, ex339/em460 – biochemical, MLSMR library, data from DPM-DC assay, artefact control, profiling panel; compound autofluorescence, ex339/em460 nm, NADH buffer; hits give high values; 1 = no-compound wells, NADH background; fluorescence fold increase at 10 µM; 65,000 compounds, 5.5% hits; AID 709;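 active means at 10 µM, mean starting fluorescence two-fold or more over control wells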;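 further: signal is the first read of a kinetic run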
D1 mod – allosteric modulators of human D1 dopamine receptor | P21728 | HEK293 D1, CRE-luciferase, dopamine EC30 potentiation; actives deviate in either direction | B-score at 10 µM | 58,000 compounds, 5.9% hits;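 active means luminescence count or its row- and column-corrected plate score outside the 99.7% band of the plate's sample wells, on either side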
M1 agonist – activates the M1 muscarinic receptor | CHO-M1 cells, Fluo-4 calcium fluorescence, agonist mode; hits give high values | B-score at 10 µM | 64,000 compounds, 3% hits;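 active means fluorescence rise, raw or as B-score row- and column-corrected plate score, outside the 99.7% band of its plate's samples, either direction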
* = called active by the depositor; . = no result given; [ ] = remark or other dose. The order is random, and some 16% of all compounds hit somewhere here.

1. COc1cc2cc(CN(Cc3cccnc3)C(=O)NCc3ccccc3)c(=O)[nH]c2cc1OC
2. COc1cc(OC)cc(C(=O)N(Cc2nc(-c3cccc(C)c3)no2)C(C)C)c1
3. COc1ccc(N2CCN(CC(O)c3c[nH]c4ccc(OC)cc34)CC2C)cc1 (centres undefined)
4. CCCC(=O)n1nc(-c2ccc(OC)cc2)nc1N
5. CCc1nc(SCC(=O)N2CCOCC2)c2c(=O)n(C)c(=O)n(C)c2n1
6. CCCCC(=O)Nc1cccc(-c2nc3ncccc3o2)c1
Assay by compound | 1 | 2 | 3 | 4 | 5 | 6
E coli RNAP | -8 | 2 | 6 | 7 | -1 | 7
NADH coupling | 7%[fluoresces] | 3% | 2% | 3% | 3% | 17%
HTR1A agonist | -2.5 | -2.8 | 23* | 3.3 | -3.3 | -6.2
HER2 expr 66K | 110 | 79 | 101 | 63 | 72 | 83
Hsp90 inh | -4 | -7 | -3 | 2 | -3 | 15
M1 antagonist | 0.84 | -0.31 | -1.1 | 0.19 | 0.83 | 0.17
Fluor 339 460 | 4.8* | 1.1 | 1 | 1 | 1.1 | 2.3*
D1 mod | -0.32 | 0.13 | -1.2 | 0.028 | -0.38 | -0.0026
M1 agonist | 0.45 | 0.51 | -0.3 | 0.64 | 0.75 | 1.1

7. COc1cc(C)c(C(C)C)cc1S(=O)(=O)NCCCn1ccnc1
8. CCn1c(SCC(=O)Nc2ccccc2OC)nnc1-c1cnccn1
9. COC(=O)c1cn[nH]c1N
10. COC(=O)c1ccc(C2CC(=O)Nc3cc(OC)c(OC)c(OC)c32)cc1 (centres undefined)
11. C=CCSc1n[nH]c(-c2ccc(OCCCC)cc2)n1
12. CCC(=O)Nc1cccc(NC(=O)CN2CCN(c3ccccc3OC)CC2)c1
Assay by compound | 7 | 8 | 9 | 10 | 11 | 12
E coli RNAP | -5 | 2 | 1 | 7 | 5 | 13
NADH coupling | 6% | 4% | 2% | 1% | 2% | 4%
HTR1A agonist | -1.1 | 4.5 | -4.1 | 0.3 | 0.7 | -1.0
HER2 expr 66K | 95 | 258 | 108 | 101 | 81 | 88
Hsp90 inh | 0 | -6 | -4 | -2 | -9 | -2
M1 antagonist | -0.24 | -2.9e-05 | 0.0042 | 0.14 | 0.21 | 0.45
Fluor 339 460 | 1.1 | 1.1 | 1.1 | 1.1 | 1.1 | 1.1
D1 mod | 0.32 | -0.21 | -0.87 | 0.45 | -0.61 | 1
M1 agonist | -0.025 | -0.1 | 0.22 | -0.63 | -0.39 | 0.66

An excerpt from above in order of length of the SMILES, descending:
12. CCC(=O)Nc1cccc(NC(=O)CN2CCN(c3ccccc3OC)CC2)c1
7. COc1cc(C)c(C(C)C)cc1S(=O)(=O)NCCCn1ccnc1
6. CCCCC(=O)Nc1cccc(-c2nc3ncccc3o2)c1
11. C=CCSc1n[nH]c(-c2ccc(OCCCC)cc2)n1
9. COC(=O)c1cn[nH]c1N
Assay by compound | 12 | 7 | 6 | 11 | 9
E coli RNAP | 13 | -5 | 7 | 5 | 1
NADH coupling | 4% | 6% | 17% | 2% | 2%
HTR1A agonist | -1.0 | -1.1 | -6.2 | 0.7 | -4.1
HER2 expr 66K | 88 | 95 | 83 | 81 | 108
Hsp90 inh | -2 | 0 | 15 | -9 | -4
M1 antagonist | 0.45 | -0.24 | 0.17 | 0.21 | 0.0042
Fluor 339 460 | 1.1 | 1.1 | 2.3* | 1.1 | 1.1
D1 mod | 1 | 0.32 | -0.0026 | -0.61 | -0.87
M1 agonist | 0.66 | -0.025 | 1.1 | -0.39 | 0.22

Next part.
13. O=S(=O)(N1CCCCC1)N1CCCN(S(=O)(=O)N2CCCCC2)CC1
14. CC(=O)Nc1nc(=S)n(-c2ccccc2)[nH]1
15. CCc1nc2sc3ccccc3c(=O)c2c(=O)n1Cc1ccco1
16. CC(C)C1Cc2c(C#N)c(N)sc(=S)c2CO1 (centres undefined)
17. CCc1ccc2oc(-c3cc(N)ccc3Cl)nc2c1
18. Cc1cc(NC(=O)Cn2nc(C(F)(F)F)c3c2CCC3)n(-c2ccccc2)n1
Assay by compound | 13 | 14 | 15 | 16 | 17 | 18
E coli RNAP | 12 | 0 | 9 | 9 | 3 | 4
NADH coupling | 7% | 1% | 5% | 1% | 15% | 8%
HTR1A agonist | 0.6 | -1.6 | 2.0 | -2.3 | -3.8 | -0.6
HER2 expr 66K | 98 | 117 | 70 | 112 | 80 | 106
Hsp90 inh | 1 | -1 | -32 | -7 | 0 | -3
M1 antagonist | -0.014 | 0.23 | -0.28 | -0.56 | 0.53 | -0.48
Fluor 339 460 | 1.1 | 1.1 | 1 | 1.1 | 1.7 | 1.1
D1 mod | -0.084 | 0.33 | 3.4* | 10* | -2.1 | 0.69
M1 agonist | -0.34 | 0.0026 | 0.92 | 0.055 | 0.4 | -0.94

19. CCCOc1ccc(C(=O)Nc2ccc(N(C)C)cc2)cc1
20. O=C(NCCC(=O)N1CCNC1=O)OCc1ccccc1
21. CC(=O)Nc1cccc(NC(=O)CSc2nnnn2C(C)C)c1
22. O=C(NCCN1CCOCC1)c1ccccc1Oc1ccccc1
23. COc1ccc(OC)c(C(=O)c2oc3ccccc3c2NC(C)=O)c1
24. O=C(O)c1ccccc1C(=O)OCc1ccccc1
Assay by compound | 19 | 20 | 21 | 22 | 23 | 24
E coli RNAP | -5 | 8 | 12 | 6 | 1 | .
NADH coupling | 2% | 4% | 4% | 2% | 9% | 2%
HTR1A agonist | -2.8 | -0.7 | -0.5 | -2.1 | 0.3 | .
HER2 expr 66K | 117 | 87 | 87 | 86 | 83 | 89
Hsp90 inh | 1 | -1 | -4 | 4 | -8 | .
M1 antagonist | -0.0093 | . | 0.57 | 0.38 | 1.2 | 0.52
Fluor 339 460 | 1 | 1.1 | 1 | 1.1 | 1 | 1.1
D1 mod | -0.53 | 0.42 | 0.9 | 0.44 | 3.8 | 0.23
M1 agonist | -0.54 | . | 0.36 | 0.036 | 0.82 | 1.5

25. CCN(c1ccc(OC)cc1)S(=O)(=O)c1ccc2c(c1)CCN2C(=O)CCC(=O)O
26. C=CCN(C(=O)Cn1c(C(=O)OC)cc2oc(C)cc21)c1ccccc1
27. O=C(OCC(=O)N1CCN(C(=O)c2ccco2)CC1)c1cc(-c2ccc(F)cc2)nc2ccccc12
28. COc1ccc2[nH]c(O)c(NC(C)=O)c2c1
29. Cc1ccc(NC(=O)N2CCCC2C(=O)NCCC2=CCCCC2)cc1 (centres undefined)
30. CCOC(=O)c1c(NC(=O)CSc2nnc(-c3cccnc3)n2Cc2ccco2)sc(C)c1C
31. Cc1ccc(NCc2nnc(SCC(=O)c3ccc4c(c3)OCCO4)o2)c(C)c1
Assay by compound | 25 | 26 | 27 | 28 | 29 | 30 | 31
E coli RNAP | 4 | 2 | 7 | 8 | 9 | 3 | 3
NADH coupling | 3% | 5% | 11%[fluoresces] | 2% | 7% | 8% | 3%
HTR1A agonist | -2.6 | 0.9 | 0.7 | -0.9 | 1.6 | 3.0 | -0.7
HER2 expr 66K | 112 | 93 | 60 | 63 | 71 | 87 | 92
Hsp90 inh | -5 | -8 | -3 | -4 | 4 | -4 | 1
M1 antagonist | -0.15 | 0.18 | -1.2 | 0.7 | 1.1 | -0.064 | 0.065
Fluor 339 460 | 1 | 1.1 | 2.1* | 1.1 | 1.1 | 0.99 | 1.1
D1 mod | 0.54 | -0.31 | . | -0.28 | 0.68 | 1 | 0.84
M1 agonist | -0.71 | -0.3 | 11* | 0.41 | 0.037 | -1.5 | -0.063

Among those listed so far, six contain an NH in an aromatic ring.
1. COc1cc2cc(CN(Cc3cccnc3)C(=O)NCc3ccccc3)c(=O)[nH]c2cc1OC
3. COc1ccc(N2CCN(CC(O)c3c[nH]c4ccc(OC)cc34)CC2C)cc1 (centres undefined)
9. COC(=O)c1cn[nH]c1N
11. C=CCSc1n[nH]c(-c2ccc(OCCCC)cc2)n1
14. CC(=O)Nc1nc(=S)n(-c2ccccc2)[nH]1
28. COc1ccc2[nH]c(O)c(NC(C)=O)c2c1
Assay by compound | 1 | 3 | 9 | 11 | 14 | 28
E coli RNAP | -8 | 6 | 1 | 5 | 0 | 8
NADH coupling | 7%[fluoresces] | 2% | 2% | 2% | 1% | 2%
HTR1A agonist | -2.5 | 23* | -4.1 | 0.7 | -1.6 | -0.9
HER2 expr 66K | 110 | 101 | 108 | 81 | 117 | 63
Hsp90 inh | -4 | -3 | -4 | -9 | -1 | -4
M1 antagonist | 0.84 | -1.1 | 0.0042 | 0.21 | 0.23 | 0.7
Fluor 339 460 | 4.8* | 1 | 1.1 | 1.1 | 1.1 | 1.1
D1 mod | -0.32 | -1.2 | -0.87 | -0.61 | 0.33 | -0.28
M1 agonist | 0.45 | -0.3 | 0.22 | -0.39 | 0.0026 | 0.41
